ERp5 inh – inhibitors of human ERp5 | Q15084 | ERp5 insulin aggregation, absorbance 650 nm, 90 min | inhibition, % at 9.99 µM | 350,000 compounds, 0.05% hits;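 active = mean replicate inhibition above about 25%, with every replicate also reaching it, limit read from the data, passing the limit was not always enough; inconclusive = only one of those two criteria met; inactive = neither criterion met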
miR122 inh – blocks miR-122 activity in Huh7 sensor cells; Huh7 miR-122 Renilla luciferase sensor, 48 h; neutral wells = 0, positive control = 100; activation (reporter increase), % at 12.5 µM; 340,000 compounds, 0.3% hits;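 active = mean replicate activation score at least 90 and every replicate individually at or above 90; inconclusive = only one of the two criteria met; inactive = neither criterion met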;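 also: higher luciferase means less miR-122 activity so hits act as miR-122 inhibitors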
ERAP1 inh – ERAP1 (human) enzyme inhibition; Q9NZ08; AID 652197; inhibition, % at 10.7 µM; 340,000 compounds, 0.15% hits; recombinant ERAP1, Leu-AMC fluorescence, 60 min;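 active = mean replicate inhibition of at least 30%, or all replicates individually reaching that 30% level; inactive = mean below 30% and not every replicate reaching it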;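 also: 0% = neutral control wells and 100% = L-leucinethiol positive control wells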
Target sequence (Q9NZ08 whole entry, looked up): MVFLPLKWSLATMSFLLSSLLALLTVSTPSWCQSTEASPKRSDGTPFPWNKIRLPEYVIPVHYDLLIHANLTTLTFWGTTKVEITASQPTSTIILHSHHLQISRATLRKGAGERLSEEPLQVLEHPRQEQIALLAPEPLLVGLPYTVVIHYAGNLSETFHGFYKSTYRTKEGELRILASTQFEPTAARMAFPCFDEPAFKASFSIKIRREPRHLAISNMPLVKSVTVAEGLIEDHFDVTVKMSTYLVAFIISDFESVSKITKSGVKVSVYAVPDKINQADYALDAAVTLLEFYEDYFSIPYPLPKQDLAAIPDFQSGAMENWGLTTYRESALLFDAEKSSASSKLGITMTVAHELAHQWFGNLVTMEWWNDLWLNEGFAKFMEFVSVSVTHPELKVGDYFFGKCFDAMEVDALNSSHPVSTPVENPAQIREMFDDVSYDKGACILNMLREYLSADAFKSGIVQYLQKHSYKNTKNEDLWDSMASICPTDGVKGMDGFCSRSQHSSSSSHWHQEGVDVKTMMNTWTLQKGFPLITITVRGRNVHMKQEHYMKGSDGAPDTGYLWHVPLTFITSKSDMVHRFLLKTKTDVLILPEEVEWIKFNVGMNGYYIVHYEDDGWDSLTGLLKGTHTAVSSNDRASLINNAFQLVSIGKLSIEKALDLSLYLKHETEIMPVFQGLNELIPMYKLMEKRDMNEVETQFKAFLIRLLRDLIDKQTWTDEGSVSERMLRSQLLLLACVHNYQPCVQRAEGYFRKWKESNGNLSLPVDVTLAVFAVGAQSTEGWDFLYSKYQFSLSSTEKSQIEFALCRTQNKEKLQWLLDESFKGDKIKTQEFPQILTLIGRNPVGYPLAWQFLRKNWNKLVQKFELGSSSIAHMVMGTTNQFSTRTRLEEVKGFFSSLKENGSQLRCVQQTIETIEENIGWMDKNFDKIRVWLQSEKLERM
SIRT5 inh – sirtuin-5 (human) deacylase inhibition; 330,000 compounds, 1.1% hits; Q9NXA8; Purified SirT5, succinyl-peptide AMC, trypsin-coupled fluorescence; inhibition, % at 15 µM; in the data active = inhibition above about 15%; inconclusive = no clear call, values can overlap the other calls
F508del corr – correctors of CFTR F508del function in bronchial epithelial cells; CFBE cells, YFP halide quenching; stimulated with forskolin plus potentiator P3; % fluorescence drop versus neutral controls; activity (quench increase), % at 7.58 µM; 350,000 compounds, 0.36% hits; AID 720511;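 active = mean added fluorescence quench of at least 8% versus neutral control, with both replicates also reaching 8%; inconclusive = only one of the mean or replicate conditions met; inactive = mean below 8% and not both replicates reaching 8%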;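 also: cells transiently co-express mutant CFTR-F508del with the halide-sensitive YFP; corrector assay measuring rescue of mutant channel to the surface after 24 h compound exposure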
DENV2 CPE – inhibitors of DENV2 cytopathic effect; 350,000 compounds, 1.7% hits; DENV2-infected cells, cytopathic effect rescue, plate reader; CPE inhibition, % at 9.99 µM; in the data active = CPE inhibition above about 20%, passing the limit was not always enough; inconclusive = no clear call, values can overlap the other calls; tested in BHK-21 cells;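 also: 0% = median of neutral control wells and 100% = median of positive control wells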
CASP6 VEID inh – caspase-6 (human) enzyme inhibition. inhibition, % at 12.5 µM. 350,000 compounds, 0.53% hits. P55212. purified caspase-6, Z-VEID-R110 cleavage fluorescence;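 active = mean inhibition across replicates at least about 35%, with every replicate also reaching that limit, limit read from the data; inconclusive = only one of the two criteria met; inactive = neither criterion met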;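 also: 0% = median of neutral control wells and 100% = no fluorescence left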
Active calls of the source: *; ? = inconclusive; nt = no result given; & = joins results of further samples; [ ] = another dose, or the depositor's remark.

ERp5 inh,miR122 inh,ERAP1 inh,SIRT5 inh,Structure,F508del corr,DENV2 CPE,CASP6 VEID inh
-8,-6,-7,-7,COCCc1ncc(CN2CCC(C(=O)Nc3ccc(-n4cccn4)cc3)CC2)cn1,0.1,-8,1
0,-5,-1,0,C=COc1ccc(N2C(=O)c3ccccc3OC2C)cc1 (configuration not stated),-2.3,-3,0
2,nt,0,-1,COc1ccc(Cc2c(Cl)ncnc2Cl)cc1,-0.2,-5,2
1,nt,-1,-2,Cc1ccc(S(=O)(=O)NCCC(=O)NC2CCCCCC2)cc1C,-0.9,-11,0
-8,nt,0,1,COc1ccc2c3c(n(C)c2c1)[C@@H](CO)N(CC1CCCC1)CC31CCN(C(=O)CN(C)C)CC1,0.2,4,-3
-1,70,-5,-1,COc1ccc(NS(=O)(=O)c2ccc3c(c2)oc(=O)n3C)cc1Cl,-1.9,2,-1
-13,-1,-3,-2,CC1=C(C(=O)N2CCCCCC2)CC(CC(=O)NC2CC2)C(=O)N1Cc1ccccc1 (configuration not stated),1.1,-4,1
-4,-3,-1,nt,COc1ccccc1CNC(=O)C1(C)CCN1Cc1ccc2ccccc2c1 (configuration not stated),3.2,-4,-1
-4,5,nt,nt,NC(=O)c1ccc(Cn2c(C(=O)c3ccc(Cl)cc3)c3ccccc3[n+]2[O-])cc1,-0.6,13,4
2,nt,3,4,CC(=O)c1ccc(NC(=O)C(C)N(C)CC(=O)Nc2ccccc2Cl)cc1 (configuration not stated),-0.8,0,-2
-4,-1,-7,-2,CN(Cc1ccc(F)cc1)C(=O)c1cccc(OC2CCN(C3CCCC3)CC2)c1,-0.5,2,2
5,3[16.7 µM],0,-32,CCC(=O)N1[C@@H]2c3ccc(-c4ccc(F)cc4)c(=O)n3C[C@H]1[C@H](CO)[C@H]2C(=O)N(C)C,-1.6,16,-1
-1,8[16.7 µM],-2,-2,O=C(C[C@H]1CC[C@H]2[C@@H](COC[C@@H](O)CN2Cc2nccs2)O1)NCc1ccccc1,-1.6,-1,-1
-1,-8[16.7 µM],-2,8,Cc1ccc(S(=O)(=O)N(C)C[C@@H]2OCCCC[C@@H](C)Oc3ccc(NS(=O)(=O)c4cccs4)cc3C(=O)N([C@@H](C)CO)C[C@H]2C)cc1,-2.0,1,-1
3,11,1,3,COc1ccc(OC)c(/C=C2\SC(N3CCCCC3)=NC2=O)c1,3.0,4,2
-3,-4,-1,-1,COc1ccc(/C(C)=N/NC(=O)CNC(=O)Cc2ccccc2)c(OC)c1,-1.7,12,-6
-3,-4[16.7 µM],-1,0,C/C=C/c1ccc([C@H]2[C@@H](CO)N3CCCCN(S(=O)(=O)c4cccc(C)c4)C[C@H]23)cc1,4.7,-1,2
4,nt,19,1,CC(=O)Nc1ccc(S(=O)(=O)Nc2cccc(-c3cn4c(n3)SCC4)c2)cc1,2.7,0,4
1,nt,-2,2,CN(CC(=O)Nc1cccnc1)S(=O)(=O)c1ccc(Br)cc1,-1.4,-8,0
2,-9,2,4,COc1ccc(/C=C(\CC(=O)O)c2nc3ccccc3s2)cc1O,0.3,3,6
-3,nt,-4,-1,CC(OC(=O)CNS(=O)(=O)c1ccc(C#N)cc1)C(=O)Nc1ccc(Cl)cn1 (configuration not stated),-0.8,-4,4
-2,154*[16.7 µM],-2,2,CN1C(=O)c2cc(NC(=O)Cc3cccs3)ccc2OC[C@@H]2O[C@H](CC(=O)NCC3CCCCC3)CC[C@@H]21,-3.7,?,-1
-2,nt,0,6,C[C@H](O)C#Cc1cnc2c(c1)C(=O)N([C@@H](C)CO)C[C@H](C)[C@@H](CN(C)C(=O)c1ccc(F)cc1)O2,3.9,2,5
6,nt,-4,-2,CN(C)c1ccc(N=Nc2ccccc2C(=O)OCC(=O)NCC2CCCCC2)cc1,nt,-5,1
-7,nt,-3,5,N#C[C@@H]1[C@H](c2ccccc2)[C@@H](CO)N1C(=O)Cc1ccccc1,0.1,10,-5
-4,nt,-5,-2,Cn1c(=N)n(CC(=O)c2ccc(Br)cc2)c2ccccc21,-1.3,66*,-1
-3,-6,1,-2,Cc1ccc(S(=O)(=O)NCCC(=O)OC(C)C(=O)NC2CC2)cc1 (configuration not stated),-2.2,-2,-1
1,nt,0,0,CCCCn1nnnc1C(c1ccccc1)N1CCN(CC)CC1 (configuration not stated),2.4,1,0
-1,-10,0,-2,CC(=O)Oc1ccc2c(c1)C(=O)c1ccccc1C2=O,3.2,19,3
3,nt,-1,-1,CCNC(=S)N1CCN(c2nc(-c3cccc(OC)c3)cs2)CC1,-1.1,-1,-3
1,-8,1,0,O=C(NCc1ccccn1)c1ccc(N2CCCC2)c([N+](=O)[O-])c1,2.4,nt,-1
3,-3,0,-1,CCCCOC(=O)c1nc(Cl)c(Cl)c(N)c1Cl,nt,8,5
-1,nt,3,-1,C/C=C/c1cnc2c(c1)C(=O)N([C@H](C)CO)C[C@@H](C)[C@@H](CN(C)C(=O)Cc1ccccn1)O2,-0.4,2,-1
-3,3,-1,1,Cc1ccccc1OCCCC(=O)Nc1ccc(S(=O)(=O)Nc2onc(C)c2C)cc1,-1.0,?,4
1,3[16.7 µM],0,5,C[C@H](CO)N1C[C@H](C)[C@@H](CN(C)Cc2ccc(Cl)c(Cl)c2)Oc2ccc(NC(=O)C3CC3)cc2C1=O,2.1,-1,0
0,-7,0,-1,Cc1c(Br)cccc1NC(=O)C1(C)CCN1Cc1ccc(OC(C)C)cc1 (configuration not stated),1.2,19,0
-1,nt,2,-2,Cc1cc(Br)ccc1NC(=O)CN(C)C(=O)CCSc1ccc(F)cc1,0.1,-2,4
-3,-3,1,-3,CN(CC(=O)Nc1ccccc1Cl)C(=O)C1CCN(C(=O)c2ccc(Cl)cc2)CC1,0.4,1,-4
-1,-2,2,-2,CC(C)C(NC(=O)C(C)N1C(=O)c2ccccc2C1=O)c1ccccc1 (configuration not stated),-1.9,3,1
20,nt,2,-2,COC(=O)[C@@H]1[C@@H](CO)[C@@H]2Cn3c(cccc3=O)[C@@H]2N1CC1CCCC1,2.0,-9,3
1,nt,-1,-7,COc1ccccc1-c1nnc(SC(C)C(=O)N2CCOCC2)o1 (configuration not stated),3.4,11,-2
-1,nt,0,6,CN1CCN(NC(=S)Nc2ccc(Oc3ccccc3)cc2)CC1,2.1,2,-7
-3,8[16.7 µM],2,2,C[C@@H]1CCCCO[C@@H](CN(C)S(=O)(=O)c2ccc(F)cc2)[C@@H](C)CN([C@@H](C)CO)C(=O)c2cc(NS(=O)(=O)c3cccs3)ccc2O1,0.7,13,-1
-3,nt,nt,3,Cc1nn(-c2ccccc2)c(C)c1/C=N/n1c(-c2ccccc2Br)n[nH]c1=S,-0.5,-1,8
-4,nt,1,-58,CCCN1[C@@H]2Cn3c(ccc(/C=C/c4ccccc4)c3=O)[C@H]1[C@@H](C(=O)NCC)[C@@H]2CO,nt,0,2

Given comma-delimited: entries from further up
Structure,ERp5 inh,miR122 inh,ERAP1 inh,SIRT5 inh,F508del corr,DENV2 CPE,CASP6 VEID inh
Cc1c(Br)cccc1NC(=O)C1(C)CCN1Cc1ccc(OC(C)C)cc1 (configuration not stated),0,-7,0,-1,1.2,19,0
Cc1cc(Br)ccc1NC(=O)CN(C)C(=O)CCSc1ccc(F)cc1,-1,nt,2,-2,0.1,-2,4
CN(CC(=O)Nc1ccccc1Cl)C(=O)C1CCN(C(=O)c2ccc(Cl)cc2)CC1,-3,-3,1,-3,0.4,1,-4

Remaining list, next part
ERp5 inh,miR122 inh,ERAP1 inh,SIRT5 inh,Structure,F508del corr,DENV2 CPE,CASP6 VEID inh
0,-1,0,nt,COC(C)(C)[C@@H](O)COc1c2ccoc2cc2oc(=O)ccc12,-0.9,nt,-2
1,3,-1,-2,CC(=O)Nc1ccc(NC(=O)c2cc(-c3cc(C)cc(C)c3O)n[nH]2)cc1,-1.3,-7,-1
2,-7,-1,1,CN(C)S(=O)(=O)c1ccc(N2CCCC2)c(C(=O)Nc2ccccc2)c1,-0.1,6,-5
1,-1,3,1,O=C(CCCc1ccccc1)NCCc1ccccc1,3.0,4,1
0,6,5,3,Cc1cc(OCc2ccccc2)ccc1/C(O)=C1/C(=O)C(=O)N(Cc2cccnc2)C1c1ccncc1 (configuration not stated),-0.3,0,2
2,nt,-2,nt,C#CCNC(=O)C[C@H]1C[C@@]2(C(=O)OC)C(=C[C@H](C(C)C)O[C@@H]2C2CC2)N(Cc2ccccc2)C1=O,-5.7,3,-3
3,-4,0,0,CCOc1ccc(N2C(=O)CC(N(CCc3ccc(OC)c(OC)c3)C(=O)/C=C/C(=O)O)C2=O)cc1 (configuration not stated),3.2,-1,-6
-1,0[16.7 µM],0,0,CCCNC(=O)Nc1ccc2c(c1)C(=O)N(C)C[C@H](OC)[C@@H](C)CN(C(=O)C1CCC1)[C@@H](C)CO2,-0.6,10,2
3,-2,nt,5,Nc1c(C(=O)O)sc2nc(-c3ccccc3)cc(-c3ccc(Cl)cc3)c12,-3.1,1,12
0,nt,5,nt,Cc1nnc(SC/C=C/c2ccccc2)n(N)c1=O,2.8,20,-4
-2,-1[16.7 µM],1,-2,C[C@H]1CN([C@@H](C)CO)S(=O)(=O)c2ccc(C#CC3(O)CCCC3)cc2O[C@H]1CN(C)C(=O)Cc1ccccc1,3.2,-8,0
-7,-2,4,-2,C=C(C)COc1ccc(-c2nc(N)ncc2-c2ccc(Br)cc2)c(O)c1,5.2,-2,-2
5,nt,-1,-6,CN1C(=O)C(c2nnc(Nc3cccc4ccccc34)s2)C2CC1(C)Oc1ccccc12 (configuration not stated),2.7,17,1
-1,nt,0,2,COc1ccc(-c2ccccc2[C@@H]2[C@@H](C#N)N(C(=O)NC3CCCCC3)[C@H]2CO)cc1,1.3,-5,-3
4,-1,1,2,CC1(C(=O)N2CCN(C(=O)c3ccco3)CC2)CC1(Br)Br (configuration not stated),-2.6,0,2

Records listed so far printed as active in DENV2 CPE:
ERp5 inh,miR122 inh,ERAP1 inh,SIRT5 inh,Structure,F508del corr,DENV2 CPE,CASP6 VEID inh
-4,nt,-5,-2,Cn1c(=N)n(CC(=O)c2ccc(Br)cc2)c2ccccc21,-1.3,66*,-1

Next compounds:
ERp5 inh,miR122 inh,ERAP1 inh,SIRT5 inh,Structure,F508del corr,DENV2 CPE,CASP6 VEID inh
-1,5,5,0,CC(C)CCNC(=O)C(C)N(C(=O)c1snc(C(N)=O)c1N)c1cnc2ccccc2c1 (configuration not stated),1.1,-5,-1
3,2,4,-1,CN(C)c1ccc(S(=O)(=O)NCC(=O)OCC(=O)NC(=O)C2CCCCC2)cc1[N+](=O)[O-],-1.4,?,7
-3,0,-4,2,Cc1ccc(S(=O)(=O)N2CCC(C(=O)NCC3CC3)CC2)cc1,-1.5,?,1
-1,nt,1,1,Cc1ccc(C)c(N=Cc2cc3c(cc2[N+](=O)[O-])OCO3)c1,-1.4,-1,-3
-1,-1,-7,-5,CCc1ccc(NC(=O)COC(=O)c2cccs2)cc1,0.6,5,1
9,nt,-1,nt,CCOc1ccc(NC(=O)C[n+]2ccccc2)cc1,nt,-1,0
-2,37,-2,-1,COc1ccc(OC)c(-c2csc(NC(=O)c3ccc(F)cc3)n2)c1,3.3,1,2
3,-5,-2,-6,Cc1ccc(Cn2cc(/C=N/NC(=O)Cc3nnc(NC(=O)c4ccc(C)cc4)s3)c3ccccc32)cc1,-0.7,5,0
-6,-4,1,-2,Cc1ccnc(NS(=O)(=O)c2ccc(NC(=O)CN3C(=O)c4ccccc4S3(=O)=O)cc2)n1,-1.4,-2,2
4,3[16.7 µM],0,-4,C[C@@H]1CN([C@@H](C)CO)C(=O)c2cccc(NC(=O)Nc3ccccc3)c2O[C@H]1CN(C)Cc1ccc(C(=O)O)cc1,-0.3,?,3
-5,nt,-8,0,COCCn1c(C)cc(C(=O)COC(=O)CCS(=O)(=O)c2ccc(C)cc2)c1C,1.3,0,3
2&2,2,0&-1,-1&-2,CC(C)NC(=O)Nc1ccc2c(c1)C(=O)N([C@@H](C)CO)C[C@@H](C)[C@H](CN(C)Cc1ccccc1)OCCCC[C@H](C)O2,-1.8&-3.1&-0.2,?,2&5
-3,-6,-1,-3,Cc1cccc(C(=O)NCCC(=O)Nc2ccc(C#N)cc2)c1,2.0,15,-1

Assay outcomes as filed in PubChem.
